# Nrf2 ARE act – qHTS of Nrf2 Activators; AREc32 ARE-luciferase reporter (MCF7-derived line), luminescence, 24 h; Potency, µM (series often up to 46.1 µM), inactives show top-dose activation, most hits filed as activators; 410,000 compounds, 0.31% hits; also: potency is read from the fitted curve at half-maximal effect; % of control where 0% means no effect; nearly all actives have a fitted effect of over 65% in size
#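 Nrf2 activation is followed as ARE-luciferase induction in the AREc32 line after one day of compound treatment; luminescence is read with Steady-Glo.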
# TGFb SMAD3 inh – qHTS for Inhibitors of TGF-b; HepG2 CAGA-GFP TGF-b/SMAD3 reporter, GFP fluorescence, 18 h; TGF-beta stimulated, 500 pg/mL final; Potency, µM (top dose mostly 46.1 µM), without a hit: top-dose activity, negative = inhibition, hits mostly inhibitors; 410,000 compounds, 1.2% hits; AID 588855, 2011; also: potency is read from the fitted curve at half-maximal effect; % is scaled to controls: 0 for no effect and ±100 for the full control effect; nearly all actives have a fitted effect of over 65% in size
#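 TGF-beta reporter screen: HEPG2 CAGA-GFP, 1% FBS, 500 pg/mL TGF-beta final, 18 h; per-cell GFP summed per well; curves fitted and categorized by class.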
# ATXN viability – Viability Counterscreen for Primary qHTS for Inhibitors of ATXN expression; AID 651635, 2014; Potency, µM (doses to about 56.7 µM), actives largely listed as cytotoxic; 400,000 compounds, 0.49% hits; S2 cells (HEK-293 line with an ATXN2-luciferase reporter) viability, CellTiter-Fluor protease fluorescence, 24 h; also: potency is read from the fitted curve at half-maximal effect; nearly all actives have a fitted effect of over 40% in size
# A549 viability – Nrf2 qHTS screen for inhibitors: counterscreen for cytotoxicity; A549 ARE-Fluc cells, CellTiter-Fluor viability, 18-24 h; Potency, µM (highest dose often 46 µM), for inactives: at the highest dose activity change, negative = cytotoxicity, most hits filed as inhibitors; 390,000 compounds, 0.16% hits; also: potency is read from the fitted curve at half-maximal effect; % is scaled to controls: 0 for no effect and ±100 for the full control effect
#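 A549 ARE_Fluc cells in 5% FBS OPTI-MEM were exposed to compounds in concentration-response for 18-24 h at 37 deg C. Viability was read by CellTiter-Fluor fluorescence (Ex 405/Em 525) after 30 min, before the luciferase read.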
# CCT modulator – High-Throughput Screening for Modulators of Cytosolic Chaperonin Activity; 360,000 compounds, 0.3% hits; activity change, % (no concentration beside the values), hits read low; purified chaperonin ATPase assay, HTRF ADP detection, 30 min; AID 651819, 2012; in the data active = activity change below about -30%; also: % is scaled to controls: 0 for no effect and ±100 for the full control effect
#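 ATPase activity: ADP formed was measured by HTRF Transcreener (665/615 nm ratio) after 30 min at 37 deg C with 10 uM ATP. Compounds screened at one 76 uM concentration against 40 or 20 nM TRiC in Tris pH 7.4/KCl/MgCl2/DTT buffer.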
# MmCpn inh – Inhibitors of TCP-1 ring complex (TRiC) of Methanococcus maripaludis (MmCpn): qHTS; purified Mm-Cpn ATPase, ADP Transcreener TR-FRET; Potency, µM (titrated, usually from 76.9 µM), for inactives: at the top dose activity, negative = inhibition, usual class: inhibitors; 330,000 compounds, 0.031% hits; also: potency is read from the fitted curve at half-maximal effect; % is scaled to controls: 0 for no effect and ±100 for the full control effect; nearly all actives have a fitted effect of over 80% in size
#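 TR-FRET (320 nm excitation; 590 and 665 nm emission) reports ADP made from 10 uM ATP by 25 nM enzyme; compounds were preincubated 10 min, reaction run 30 min, both at 37°C.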
# HepG2 tox – qHTS for Inhibitors of TGF-b: Cytotox Counterscreen. HepG2 CAGA-GFP viability, ATP luminescence, 18 h. Potency, µM (titrated, usually from 46.1 µM), inactives show at the highest dose activity change, negative = cytotoxicity, actives largely listed as cytotoxic. 410,000 compounds, 0.76% hits. AID 588856, 2011; also: potency is read from the fitted curve at half-maximal effect; some results filed as inactive show a strong effect at the top dose
#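 HepG2 CAGA-GFP cells (1000/well, DMEM with 1% FBS) received compound, then TGF-beta at 500 pg/mL final, and were incubated 18 hours at 37 degrees C. Viability was read by CellTiter-Glo luminescence. Media-only wells were set as complete cell-killing and DMSO as no toxicity.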
# pAkt inh – HTS Assay for Inhibitors of Akt Phophorylation: Primary Screen; AID 651550, 2012; activity change, % for hits at 50 µM; Neuro2A IGF-stimulated pAkt S473 HTRF, 20 min; hits give low values; 360,000 compounds, 0.32% hits; in the data active = activity change below about -80%; inconclusive = mostly about -51% to -80%; also: % is scaled to controls: 0 for no effect and ±100 for the full control effect
#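 Neuro2A cells (4,500/well, DMEM with 0.5% FBS) were treated with compound at a single 50 µM final concentration, stimulated with 6 nM IGF for 20 min at 37 °C, and lysed. Phospho-Akt Ser473 was read by HTRF as 665/615 ratio ×10^4.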
# Nrf2 inh – Nrf2 qHTS screen for inhibitors | A549 ARE-Fluc reporter, luciferase luminescence, 18-24 h | Potency, µM (series often up to 46 µM), without a hit: top-dose activity change, negative = inhibition, most hits filed as inhibitors | 360,000 compounds, 2.1% hits | AID 504444, 2011; also: potency is read from the fitted curve at half-maximal effect; % is scaled to controls: 0 for no effect and ±100 for the full control effect; nearly all actives have a fitted effect of over 60% in size
#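 A549 ARE_Fluc cells, 5000/well, 5% FBS OPTI-MEM; compounds in dose-response, 18-24 h at 37 °C/5% CO2; CellTiter-Fluor viability read (Ex 405/Em 525), then BugLite luciferase luminescence = Nrf2 activity.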
# * hit, by the source's call; i = inactive; u = inconclusive; x = no result given; & = joins results of further samples. Unless noted, calls follow the shape of the dose curve; as a rule, active = well fitted curve in the direction sought with a large enough effect; inconclusive = small, poorly fitted or top-dose-only effect, or another doubt; inactive = no such curve, though single readings can be large; an effect the other way counts as inactive or inconclusive.
SMILES,Nrf2 ARE act,TGFb SMAD3 inh,ATXN viability,A549 viability,CCT modulator,MmCpn inh,HepG2 tox,pAkt inh,Nrf2 inh
CCOC(=O)c1oc2cc(O)cc(C)c2c(=O)c1-c1cscn1,-0.6%,-3%,i,-4%,-2.9,-2%,0%,i,15%
COc1ccc(NC(=O)C2CCCN(C(=O)c3cnn(-c4ccc(F)cc4)c3-n3cccc3)C2)cc1 (centres undefined),-0.5%,-20%,u,0%,x,x,9%,x,u
N#CNC1=NCN(Cc2ccccc2)CN1,-0.3%,-2%,i,1%,-1.1,-4%,-9%,i,-11%
C/C=C(\C)C(=O)NCCN1C2=NC[C@@H](C)N2C[C@H]1Cc1ccc(O)cc1,0.3%,27%,i,-1%,1.2,x,35%,i,u
CCCCCc1c(C)nc(SCC(=O)O)[nH]c1=O,0.3%,-22%,i,7%,-4.7,0%,2%,i,0%
COc1ccc2c(c1OC)C(=O)OC2Nc1nc(-c2cc3cc([N+](=O)[O-])ccc3oc2=O)cs1 (centres undefined),2.5%,-9%,i,-22%,0.1,1%,-17%,i,3%
CC1CN(C(=O)CCC(=O)NCc2ccccc2Cl)c2ccccc2S1 (centres undefined),0.1%,0%,i,9%,0.8,1%,-1%,i,-21%
Cc1ccc(/C=N/N=C/c2ccc(C)s2)s1,12%,-6%,i,0%,-1.1,1%,-9%,i,u
Cc1ccc(-c2c(C(=O)N3CCN(c4cc(Cl)ccc4C)CC3)oc(=O)c3ccccc23)cc1,-0.4%,0%,i,0%,x,x,-2%,x,9%
O=C(NCc1ccccc1F)Nc1nnc([C@H]2C[C@H](O)[C@@H](CO)O2)s1,1.8%,24%,i,x,3.6,x,9%,i,x
O=C(CSc1nc(-c2cccs2)cc(C(F)(F)F)n1)NCc1ccccc1,-0.2%,23%,i,-1%,-1.7,-17%,-22%,i,-21%
Cc1ccc([N+](=O)[O-])cc1S(=O)(=O)NCCc1c(C)[nH]c2ccccc12,1.9%,-9%,i,4%,0.7,-1%,-3%,i,6%
COc1ccc2cc(CCNC(=O)CC(C)(C)C)c(=O)[nH]c2c1,-0.3%,-9%,i,-1%,-0.6,-2%,-2%,i,0%
O=C(NC1CCCCC1)C(c1ccccc1F)N(C(=O)c1csnn1)C1CCCC1 (centres undefined),-0.6%,3%,i,-8%,2.3,1%,15%,i,u
COc1ccc(C2(C)NC(=O)N(CC(=O)c3cc(C)n(C4CC4)c3C)C2=O)cc1OC (centres undefined),0.0%,-22%,u,2%,-0.6,1%,11%,i,-24%
CC(=O)Nc1sc(-c2ccc(Cl)cc2)nc1-c1ccccc1,-0.1%,25%,i,14%,1.4,-2%,-3%,i,-25%
CC1CCN(CCCNC(=O)CN2C(=O)CSc3ccc(S(=O)(=O)N4CCCCC4)cc32)CC1,0.1%&0.7%,8%&-2%,i,0%&-1%,-1.0,0%,8%&-2%,i,1%
CCN(CC)C(=O)CC(c1ccc2c(c1)OCO2)c1c(OC)cc(OC)c2c(-c3ccccc3)cc(=O)oc12 (centres undefined),5.9%,u,u,-14%&-3%,-3.3,0%,1%&2%,i,u
CCCC(=O)NC(=S)Nc1ccccc1F,2.8%,u,i,-6%,1.5,-1%,-15%,i,x
CCOC(=O)c1ccccc1NC(=O)COC(=O)Cc1ccccc1F,-0.3%,-6%,i,-7%,-1.8,-1%,-1%,i,0%
O=C(Nc1ccc(F)cc1F)c1cc(Cl)sc1Cl,14µM*,2%,x,-8%,-0.9,2%,4%,i,u
CCOC(=O)c1cc(NC(=O)Nc2nccs2)c(C)nc1C,0.5%,11%,i,-3%,-0.6,-1%,0%,i,-27%
O=C(CN1CCN(S(=O)(=O)c2ccc(Br)cc2)CC1)N/N=C/c1ccc(Cl)c([N+](=O)[O-])c1,u,0%,i,-2%,0.4,0%,-15%,i,12%
COc1ccc(C(C(=O)NC2CCCCC2)N(CC2CCCO2)C(=O)C2COc3ccccc3O2)cc1OC (centres undefined),-0.4%,5%,i,7%,-0.6,3%,-1%,i,29%
Clc1ccccc1Cn1nnc(-c2ccccc2)n1,2.0%,-16%,i,3%,-2.4,-1%,-10%,i,-4%
COc1ccc(COCC(O)CN2CCC(CN3C(=O)c4cccc5cccc(c45)C3=O)CC2)cc1OC (centres undefined),4.9%,-21%,u,-21%,-1.1,1%,-2%,i,-4%
COc1ccc(-n2c(=O)n(Cc3ccccc3)c(=O)c3[nH]cnc32)cc1,-1.0%,9%,i,7%,-11,2%,16%,i,-21%
Cc1ccc(S(=O)(=O)NNC(=O)Nc2cccc3ccccc23)cc1,2.6%,u,i,-9%,0.5,-2%,-4%,i,7%
O=C(NCCc1ccccc1)c1ccccc1SCC(=O)N1CCCC1,3.0%,0%,i,0%,-0.5,0%,4%,i,u
COC(=O)c1ccc(Cn2c(O)c(N=O)c3ccccc32)o1,2.0%,14%,i,3%,-1.5,0%,-4%,i,1%
O=C(CSc1ccccc1F)NNC(=O)c1cncc(Br)c1,0.3%,-3%,i,4%,-1.1,2%,-1%,i,10%
O=C(NCCCn1ccnc1)C(=O)NCC(c1ccco1)N1CCN(c2ccccc2)CC1 (centres undefined),0.0%,2%,i,3%,-1.4,2%,-4%,i,-9%
Cc1nn(CC(=O)N(C)C2CCS(=O)(=O)C2)c(C)c1S(=O)(=O)N(C)C (centres undefined),-0.1%,-10%,i,-2%,0.4,1%,-15%,i,5%
CCn1c(SCC(=O)Nc2cccc(OC)c2)nc2ccccc2c1=O,6.2%,-5%,i,-10%,-2.6,0%,-9%,i,8.2µM*
CCOc1ccc(C(CCc2ccccc2)NC(=O)c2ccccc2F)cc1OCC (centres undefined),-0.8%,24%,i,15%,-1.3,1%,-18%,i,x
CC(=O)c1c(N2CCOCC2)nc2ccc(Cl)cc2c1-c1ccccc1,0.3%,u,u,-10%,-1.2,-2%,-2%,i,-27%
Cc1nc2ccccn2c1/C(O)=C1\C(=O)C(=O)N(CCN2CCOCC2)C1c1ccncc1 (centres undefined),0.2%,3%,i,-3%,-5.2,1%,-27%,i,0%
COc1ccc(Nc2cc(Cl)ccc2C(=O)O)cn1,-0.2%,6%,i,-2%,-3.1,-2%,1%,i,1%
O=C(CN1CCCN(S(=O)(=O)c2ccc(F)cc2)CC1)Nc1c(Cl)cccc1Cl,4.4%,12%,i,0%,-0.7,-5%,-8%,i,-7%
O=C(CCn1cnc2onc(-c3ccc(F)cc3)c2c1=O)N1CCN(c2ccccc2)CC1,5.5%,-30%,i,12%,x,x,-31%,x,9%
COc1ccc(CC(=O)NC(c2ccccc2)c2ccccc2)cc1S(=O)(=O)N1CCOCC1,0.2%,0%,i,-2%,0.8,-3%,-15%,i,-25%
CCOc1ccc(C(=O)Nc2ccc3nc(SCC(=O)N4CCCC4)sc3c2)cc1,-0.5%,0%,x,2%,x,x,0%,x,-20%
O=C(CSc1ccsc1[N+](=O)[O-])N1CCN(c2ccccc2)CC1,3.8%,1%,i,-18%,0.7,0%,-33%,i,-2%
Cc1ccc(-c2cc(C(=O)NCc3ccccc3Cl)c3ccccc3n2)cc1C,0.5%,-2%,i,6%,x,x,-17%,x,x
O=C(CCCCCNS(=O)(=O)c1ccc(Br)cc1)NCCN1CCOCC1,-0.2%,-2%,i,5%,0.0,1%,-17%,i,5%
CCOc1ccccc1NC(=O)c1c(NCc2cccs2)sc2c1CCC(C)C2 (centres undefined),8.0%,-7%,i,8%,x,x,-1%,x,x
CCCc1nnc(N2C(=O)c3oc4ccc(F)cc4c(=O)c3C2c2ccc(C(=O)OC)cc2)s1 (centres undefined),-0.9%,0%,i,-3%,x,x,14%,x,2%
CCC(=O)N/C(N)=N/c1nc(C)c2cc(OC)ccc2n1,5.6%,u,u,1%,0.9,1%,3%,i,27%
COCCNC(=O)CSc1nc2ccccc2c(=O)n1CCC(=O)N1CCN(c2ccccc2)CC1,0.3%,2%,i,0%,-1.7,0%,2%,i,u
CC(C)Cn1c(=O)c2ccccc2n2c(CCC(=O)NCc3ccccn3)nnc12,-0.3%,-11%,i,1%,-1.6,3%,-23%,i,-1%
NC(=O)c1ccc[n+](Cc2ccccc2)c1,-0.5%,-16%,i,u,-3.3,2%,0%,i,-3%
CCCN(CCC)C(=O)Cn1c(SCc2cccc(C(F)(F)F)c2)nc2cccnc21,5.8%,-27%,x,-5%,x,x,-38%,x,2%
Clc1ccccc1COc1ccc(/C=N/n2cnnc2)cc1,2.3%,-2%,i,-1%,0.1,1%,-1%,i,u
